Compound activity: PubChem, National Center for Advancing Translational Sciences (NCATS)
AmpC inh detg: qHTS Inhibitors of AmpC Beta-Lactamase (assay with detergent) | AID 485294, 2010 | AmpC hydrolysis of nitrocefin, absorbance 480 nm, 0.01% Triton | P00811 | Potency, µM (doses to about 114 µM), without a hit: at the highest dose activity change, negative = inhibition, usual class: inhibitors | hit rate 0.041% among 370,000;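 note: potency is the fitted concentration of half-maximal effect; 0% = no-compound wells and -100% = no-enzyme wells; nearly all actives have a fitted effect of over 25% in size; some results filed as inactive show a strong effect at the top dose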
Target sequence (P00811 whole entry, looked up): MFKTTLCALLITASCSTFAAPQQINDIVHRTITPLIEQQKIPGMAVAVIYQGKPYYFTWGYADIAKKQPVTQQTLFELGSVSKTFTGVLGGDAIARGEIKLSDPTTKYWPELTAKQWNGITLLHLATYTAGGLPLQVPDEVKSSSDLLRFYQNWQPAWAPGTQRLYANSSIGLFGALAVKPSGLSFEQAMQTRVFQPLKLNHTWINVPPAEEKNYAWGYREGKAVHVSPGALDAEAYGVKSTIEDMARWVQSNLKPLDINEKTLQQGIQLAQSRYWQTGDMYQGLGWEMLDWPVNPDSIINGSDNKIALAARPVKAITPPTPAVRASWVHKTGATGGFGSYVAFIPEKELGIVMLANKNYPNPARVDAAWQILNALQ
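20 mM phosphate pH 7.0 + 0.01% (detergent screen) or 0.0001% Triton X-100; 5.3 nM AmpC reagent; cpd preinc 15 min RT; nitrocefin (800 uM stock) to start; A480 q20 s × 4 min; Activity was normalised to no-enzyme and no-compound control wells.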
Tb PYK inh: qHTS of Trypanosoma Brucei Inhibitors; TbPYK enzyme, Kinase-Glo Plus ATP luminescence, 45 min; pyruvate kinase (Trypanosoma brucei), Q57TT1; hit rate 0.12% among 410,000; Potency, µM (doses to about 76.8 µM), without a hit: at the highest dose activity, negative = inhibition, actives largely listed as inhibitors; note: potency is the fitted concentration of half-maximal effect; nearly all actives have a fitted effect of over 50% in size
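Quantitative HTS: titrated library compounds versus trypanosomal pyruvate kinase in TEA buffer (pH 7.2) containing KCl, MgCl2, BSA and Tween-20. Reactions were initiated with ADP, 130 uM final. Kinase-Glo Plus luminescence was read after 45 min at RT.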
LmPK inhibitor: qHTS Assay for Inhibitors of Leishmania Mexicana Pyruvate Kinase (LmPK); purified LmPK, Kinase-Glo ATP luminescence, 1 h; Potency, µM (titrated, usually from 57.5 µM), without a hit: top-dose activity change, negative = inhibition, usual class: inhibitors; hit rate 0.37% among 290,000; AID 1721, 2009; note: potency is the fitted concentration of half-maximal effect
Target sequence (Q27686 whole entry, looked up): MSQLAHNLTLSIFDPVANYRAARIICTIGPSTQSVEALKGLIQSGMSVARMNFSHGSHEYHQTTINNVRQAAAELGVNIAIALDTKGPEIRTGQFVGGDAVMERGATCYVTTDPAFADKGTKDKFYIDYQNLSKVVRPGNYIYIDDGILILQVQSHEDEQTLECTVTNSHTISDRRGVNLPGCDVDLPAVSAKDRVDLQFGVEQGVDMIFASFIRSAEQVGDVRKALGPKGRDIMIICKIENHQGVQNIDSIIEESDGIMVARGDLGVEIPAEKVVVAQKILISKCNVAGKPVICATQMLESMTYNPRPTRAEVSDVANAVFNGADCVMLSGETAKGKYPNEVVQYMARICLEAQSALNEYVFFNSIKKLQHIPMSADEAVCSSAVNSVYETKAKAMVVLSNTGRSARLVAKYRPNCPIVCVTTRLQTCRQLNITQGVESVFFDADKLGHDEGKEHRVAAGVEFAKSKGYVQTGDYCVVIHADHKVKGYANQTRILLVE
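Purified LmPK (0.1 nM) with 0.5 mM PEP and 0.1 mM ADP in imidazole buffer pH 7.2 with MgCl2/KCl, 1 h at room temperature. ATP formed was read by luciferase luminescence and normalized to no-enzyme and uninhibited controls.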
AmpC no deterg: qHTS Inhibitors of AmpC Beta-Lactamase (assay without detergent) | AmpC nitrocefin hydrolysis, absorbance 480 nm, 0.0001% Triton | Potency, µM (titrated, usually from 57.1 µM), without a hit: top-dose activity change, negative = inhibition, usual class: inhibitors | hit rate 0.52% among 330,000 | AID 485341, 2010;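 note: potency is the fitted concentration of half-maximal effect; plate controls were no compound for no effect and no enzyme for full effect; nearly all actives have a fitted effect of over 20% in size; some results filed as inactive show a strong effect at the top dose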
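20 mM phosphate pH 7.0 + 0.01% (detergent screen) or 0.0001% Triton X-100; 5.3 nM AmpC reagent; cpd preinc 15 min RT; nitrocefin (800 uM stock) to start; A480 q20 s × 4 min; Activity was normalised to no-enzyme and no-compound control wells.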
AMA1-RON2 inh: qHTS for Inhibitors of AMA1-RON; Towards Development of Antimalarial Drug Lead: Primary Screen | Plasmodium falciparum AMA1 (3D7) - RON2 peptide interaction | hit rate 0.2% among 360,000 | AlphaScreen AMA1-biotinylated RON2 peptide binding | Potency, µM (highest dose often 58.2 µM), inactives show at the top dose activity change, negative = inhibition, actives largely listed as inhibitors;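 note: potency is the fitted concentration of half-maximal effect; 0% = vehicle wells and -100% = peptide control; nearly all actives have a fitted effect of over 45% in size; some results filed as inactive show a strong effect at the top dose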
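AMA1 (3D7) with his tag at 25 nM final met compounds first, then biotinylated RON2 peptide at 25 nM; detection used donor plus acceptor beads, 10 µg/mL apiece, read by AlphaScreen after 30 min at room temperature.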
Sm TGR inh: qHTS Assay for the Inhibitors of Schistosoma Mansoni Peroxiredoxins | AID 485364, 2010 | Schistosoma mansoni thioredoxin glutathione reductase (TGR), Q962Y6 | purified TGR, DTNB reduction, TNB absorbance 405 nm | Potency, µM (highest dose often 114 µM), without a hit: at the top dose activity change, negative = inhibition, hits mostly inhibitors | hit rate 3% among 360,000; note: potency is the fitted concentration of half-maximal effect; nearly all actives have a fitted effect of over 60% in size
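Kinetic colorimetric format: TGR-catalysed, NADPH-driven DTNB reduction monitored via TNB absorbance. Enzyme dispensed at 20 nM; compound exposure 15 min at room temperature before reaction start.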
HCMV inh: qHTS Assay for inhibitors of the human cytomegalovirus (HCMV) | HFF cells, HCMV-luciferase reporter, 72 h; stronger effect = lower value | activity change, negative = inhibition, % at 57.5 µM | hit rate 4.5% among 410,000 | AID 1259415, 2018; in the data active = activity change below about -60%; inconclusive = no clear call, values can overlap the other calls; inactive = above about -39%
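Two-dose cell screen: HFF monolayers treated with compounds and infected with luciferase-expressing HCMV at 1 PFU/cell, 72 h at 37C, then lysed for luciferase measurement.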
An asterisk follows results filed as active; ? = inconclusive; / = no result given; & = joins results of further samples; [ ] = dose if it differs, or a comment. Unless noted, calls come from the whole dose curve; as a rule, active = well fitted curve in the direction sought with a large enough effect; inconclusive = small, poorly fitted or top-dose-only effect, or another doubt; inactive = no such curve, though single readings can be large; an effect the other way counts as inactive or inconclusive. Unless noted, % is set by controls: 0 for no effect and ±100 for the full control effect. The order is random; overall some 7.4% were active at least once.

compound	AmpC inh detg	Tb PYK inh	LmPK inhibitor	AmpC no deterg	AMA1-RON2 inh	Sm TGR inh	HCMV inh
C[C@H](CO)N1C[C@H](C)[C@@H](CN(C)C(=O)Nc2ccc(F)cc2)Oc2cc(Br)ccc2S1(=O)=O	/	-1.1%	/	/	0.0%	/	-4.0
CCc1[nH]nc2c1C(c1ccncc1)C(C#N)=C(N)O2 (stereo not given)	-15.0%	2.9%	0.0%	-3.8%	-0.8%	-13.3%	-26.9
CCCn1cnc2scc(-c3ccc(OC)cc3)c2c1=O	-0.5%	-0.1%	-0.9%	-17.8%	20.8%	10.4%	-11.8
CCO[C@@H]1OC(C(=O)N2CCN(Cc3ccc4c(c3)OCO4)CC2)=C[C@H](C2CCCCC2)[C@H]1CCCO	1.9%	0.9%	3.2%	178.2%[activator]	-5.2%	-22.4%	0.1
C=CCC[C@@H](Cc1ccc(F)cc1)C(=O)OC[C@@H](NC(=O)[C@H](CC=C)CC(=O)N(CCO)Cc1ccccc1)c1ccccc1	/	-0.1%	/	58.9%	-3.2%	/	60.8
CCOC(=O)N1CCN(CC(=O)c2ccc(O)cc2O)CC1	?	0.6%	4.0%	-10.6%	-0.6%	-16.7%	-10.0
NNC(=O)c1ccc(COc2cccc3ccccc23)cc1	6.4%	1.2%	-0.1%	-2.3%	36.4%[activator]	2.9%	52.5
CN1CCN(CC#CCC(O)(c2ccccc2)c2ccccc2)CC1	-0.4%	-2.0%	-1.7%	2.5%	?	-21.9%	-22.7
CC1=CC(C)(C)N=C(Nc2nc(C)c3cc(C)cc(C)c3n2)N1	-7.1%	0.3%	0.9%	-14.5%	6.2%	8.9%	-96.6*
COc1ccc(C2CC(=O)N(Cc3ccc(C)cc3)c3c2c(C)nn3-c2nc(C)cc(C)n2)c(OC)c1 (stereo not given)	16.4%	0.1%	/	/	/	5.4%	5.4
Cc1ccc2nc(NC(=O)C3CSC4(C)CCC(=O)N34)sc2c1 (stereo not given)	?	1.9%	/	-2.1%	-0.8%	1.9%	1.7
CC1=CC(C#N)(C#N)C(C#N)(C#N)C(c2ccccc2)N1 (stereo not given)	?	/	7.1%	-24.9%	/	22.4µM*	/
CCCC1C(=O)N(Cc2ccccc2)C(=O)CC1C (stereo not given)	-0.8%	-7.1%	5.2%	2.0%	7.4%	13.9%	0.0
Cc1ccc(C(C)C)c(OCCCN2C(=O)NC(C)(C)C2=O)c1	?	-15.1%	3.2%	64.2%[activator]	39.6%[activator]	-34.1%	-8.0
COc1ccccc1OCC(=O)Nc1nc2c(s1)CC(C)CC2 (stereo not given)	0.6%	-1.5%	/	/	/	1.3%	7.6
CC(=O)Nc1ccc(N=Cc2ccc[nH]2)cc1	-1.1%	1.4%	-5.9%	3.0%	33.4%[activator]	-2.8%	21.9
C=CCn1c(SCC(=O)Nc2nc(C)cs2)nnc1C(C)NC(=O)c1ccccc1Cl (stereo not given)	5.7%	0.0%	0.6%	17.5%	13.6%	0.4%	-2.9
Cc1c(Cl)cccc1NC(=O)Cn1c(CCC(=O)O)ccc1-c1ccccc1	-7.2%	2.2%	-1.2%	-31.6%	3.8%	?	14.1
Cn1ccc(CC(=O)N2CCC(N3CCC(C(=O)N4CCCC4)CC3)CC2)c1	-10.8%	2.6%	-6.4%	111.9%[activator]	-8.1%	-34.6%	-5.4
COc1ccc(C(=O)N2CCN(CCNC(=O)C(=O)Nc3ccc(Br)cc3)CC2)cc1	?	-3.7%	7.1%	-5.6%	11.3%	-0.3%	15.2
CCCCNC(=O)CCn1nc(-c2ccc(Cl)cc2)ccc1=O	0.6%	7.3%	-4.3%	15.2%	27.3%	-26.1%	-16.8
CC(NC(=O)C(=O)NCCN1CCN(C(=O)c2ccc([N+](=O)[O-])cc2)CC1)c1ccccc1 (stereo not given)	-1.0%	2.2%	-5.6%	153.3%[activator]	7.7%	-11.5%	11.1
CC(C)c1nnc(NC(=O)c2cccc(-n3cnnn3)c2)s1	-10.6%	-9.6%	5.6%	-10.5%	1.3%	11.2%	41.4
Cc1ccc(S(=O)(=O)N2CCC(C(=O)OCC(=O)N(C)Cc3ccccc3)CC2)cc1C	?	0.1%	/	88.2%[activator]	-4.7%	1.5%	-14.7
O=C(CN1CCCC1)NCC1(c2ccccc2)CCOCC1	-6.0%	-5.7%	-2.9%	1.7%	-0.3%	0.0%	-4.2
COc1ccc(-c2cc3nc(C)n(N)c(=O)c3s2)cc1	1.4%	?	2µM*	-8.7%	-0.3%	10.2%	-38.5
Cc1cc(C)cc(-n2ccnc2SCC(=O)c2c(N)n(C3CC3)c(=O)[nH]c2=O)c1	2.9%	-13.5%	/	-29.1%	-9.5%	-0.5%	-6.6
Cc1nn(CC(=O)NCCc2cccs2)c(=O)c2cc3ccccc3n12	-13.0%	0.9%	-5.0%	-20.7%	1.6%	-1.3%	-12.7
CC(C)(C)N1[C@@H](CC(=O)O)c2cc(C(F)(F)F)ccc2S1(=O)=O	/	-1.9%	/	/	1.3%	/	4.1
Cc1ccc(/C=C2/NC(=O)N(Cc3ccc(Br)cc3)C2=O)o1	-5.5%	?	-2.2%	2.51µM*	56.3%[activator]	50.1µM*	25.6

Structures listed so far with an NH in an aromatic ring, in the order listed:
compound	AmpC inh detg	Tb PYK inh	LmPK inhibitor	AmpC no deterg	AMA1-RON2 inh	Sm TGR inh	HCMV inh
CCc1[nH]nc2c1C(c1ccncc1)C(C#N)=C(N)O2 (stereo not given)	-15.0%	2.9%	0.0%	-3.8%	-0.8%	-13.3%	-26.9
CC(=O)Nc1ccc(N=Cc2ccc[nH]2)cc1	-1.1%	1.4%	-5.9%	3.0%	33.4%[activator]	-2.8%	21.9
Cc1cc(C)cc(-n2ccnc2SCC(=O)c2c(N)n(C3CC3)c(=O)[nH]c2=O)c1	2.9%	-13.5%	/	-29.1%	-9.5%	-0.5%	-6.6

Other compounds:
compound	AmpC inh detg	Tb PYK inh	LmPK inhibitor	AmpC no deterg	AMA1-RON2 inh	Sm TGR inh	HCMV inh
COCCN1C(=O)/C(=C/c2ccc(Oc3ccc([N+](=O)[O-])cn3)c(OC)c2)SC1=Nc1ccccc1	-0.2%	3.2%	8.1%	-9.3%	-3.2%	3.7%	?
CCOC(=O)c1c(C)oc2ncnc(Nc3ccc(OCC)cc3)c12	1.0%	-4.9%	/	/	/	6.4%	-1.5
COc1ccc(S(=O)(=O)N(C)[C@H]2C[C@H]3c4cc(Oc5ccccc5C)ccc4CCN3C(=O)[C@H]2[C@H](C)O)cc1	/	1.4%	/	/	-1.9%	/	-20.9
Cc1nc(SCC(=O)NC2CCCCC2C)c(C#N)c(C)c1C (stereo not given)	-15.1%	-10.8%	/	-13.3%	-9.6%[11.6 µM]	-8.3%	-103.2*
COc1ccc(Nc2nnc(-c3ccc(C)c(S(=O)(=O)NCCO)c3)c3ccccc23)cc1C(N)=O	-1.0%	-4.9%	/	/	/	-3.9%	-13.8
O=C(CSc1nnc(Cc2cccs2)n1-c1ccc(Cl)cc1)NCc1ccc2c(c1)OCO2	?	-0.2%	-1.5%	24.8%	5.0%	2.5%	29.6
COc1ccc(CNC(=O)c2ccc(Cn3nc(C)cc3C)o2)cc1	?	-0.5%	-0.9%	6.0%	-2.1%	-18.7%	-16.9
COc1ccc(C(=O)N2CCn3c(C)ccc3C2C)cc1 (stereo not given)	-5.5%	4.5%	-0.9%	-3.9%[2.29 µM]	-2.8%	28.2µM*	-36.3
CC[C@]12c3[nH]c4ccc(OC)cc4c3CCN1C(=O)C(CC(=O)NCC13CC4CC(CC(C4)C1)C3)C[C@@H]2C(=O)N1CCN(C(=O)c2ccco2)CC1 (stereo not given in full)	/	-3.3%	/	243.4%[activator]	?	/	/
Cc1c(Cc2ccccc2)c(=O)oc2cc(OC(=O)c3ccccc3)ccc12	?	2.5%	-2.6%	-2.9%	4.8%	4.4%	30.3
COc1ccc(C(=O)NC2(C(F)(F)F)NC(=O)N(CCCc3ccccc3)C2=O)cc1OC (stereo not given)	-0.5%	8.1%	1.0%	1.4%	2.5%	2.0%	-20.0
COc1ccc(OC)c(C2=NS(=O)(=O)N(C)C(C(=O)Nc3ccc(F)cc3F)=C2)c1	-13.5%&-2.5%	-8.7%&-9.6%	0.9%	-35.4%	-19.4%	-14.9%&-0.6%	-33.4&-2.7
CCN(CC)C(=O)CSc1nnc([C@H](CCSC)NC(=O)OC(C)(C)C)o1	?	-5.3%	-2.1%	-8.4%	3.4%	7.2%	27.2
CC1CCN(C(CC(=O)c2ccccc2)C(=O)c2ccccc2)CC1 (stereo not given)	/	20µM*	/	/	?	/	-86.0*
Cn1c(SCC(=O)C(C)(C)C)nnc1-c1ccc(F)cc1	7.8%	-4.6%	0.3%	1.7%	-10.1%	8.2%	-32.6
Cc1ccc(NC(=O)C2Cc3ccccc3CN2C(=O)c2ccco2)cc1S(=O)(=O)N(C)C (stereo not given)	0.4%	1.1%	2.3%	-22.2%	-13.2%	39.8µM*	-24.2
COc1ccc(OC)c(C2=NOC(C(=O)N3CCC4(CC3)OCCO4)C2)c1 (stereo not given)	-13.2%	-6.6%	-4.8%	-4.5%	-5.7%	-7.8%	42.7

Already shown: 3 of the compounds above.
compound	AmpC inh detg	Tb PYK inh	LmPK inhibitor	AmpC no deterg	AMA1-RON2 inh	Sm TGR inh	HCMV inh
COCCN1C(=O)/C(=C/c2ccc(Oc3ccc([N+](=O)[O-])cn3)c(OC)c2)SC1=Nc1ccccc1	-0.2%	3.2%	8.1%	-9.3%	-3.2%	3.7%	?
CCOC(=O)c1c(C)oc2ncnc(Nc3ccc(OCC)cc3)c12	1.0%	-4.9%	/	/	/	6.4%	-1.5
COc1ccc(S(=O)(=O)N(C)[C@H]2C[C@H]3c4cc(Oc5ccccc5C)ccc4CCN3C(=O)[C@H]2[C@H](C)O)cc1	/	1.4%	/	/	-1.9%	/	-20.9
